Tb MetRS inh: blocks T. brucei methionyl-tRNA synthetase activity; inhibition, % at 11.9 µM; purified T. brucei MetRS, ATP depletion, Kinase-Glo luminescence; AID 624268; 0.4% of 360,000 active;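 active = inhibition above a per-plate cutoff of the control wells' mean inhibition plus 3 SD, cut at about 5.5% in these data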;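 note: 0% = DMSO wells median and 100% = median of wells with control inhibitor compound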
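assay system = parasite MetRS enzyme | timing = 15 min preincubation, 2 h reaction, all 25 °C | evaluation = percent inhibition relative to median high and low control wells | medium = HEPES buffer containing pyrophosphatase, BSA, spermine, DTT | compound = single dose, 11.9 µM final nominal, 0.9% final DMSO | detection = Kinase-Glo luminescence, ATP depletion format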
Scp-1 inhibitor: Scp-1 (human) phosphatase inhibition | Q9GZU7 | Recombinant Scp1, phosphopeptide, malachite green phosphate absorbance | inhibition, % at 20 µM | 0.88% of 340,000 active;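 active = inhibition above about 50% at 20 µM, limit read from the data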;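 note: plate controls were DMSO wells with enzyme for no effect and wells lacking enzyme for full effect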
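Test system – truncated SCP-1 phosphatase (76-261aa) · Reagent – Phosphorylated 17-residue peptide substrate · Incubation – 45 min room-temperature reaction, 5 min colour, 30 min stabiliser · Detection – colorimetric phosphate reagent with accelerator and stabiliser, absorbance at 630 nm · Measure – % inhibition at 20 µM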
NadD inh: NadD (S. aureus) enzyme inhibition | 0.78% of 360,000 active | purified NadD enzyme, colorimetric absorbance read-out | AID 602399 | inhibition, % at 20 µM; in the data active = inhibition above about 26%; note: some compounds past the cut are filed as inactive
SUMO1-SIM PPI: modulators of human SUMO1-mediated protein-protein interactions. P63165. SUMO1 binding to a labelled peptide, TR-FRET, 1 h. inhibition, % at 20 µM. 0.33% of 360,000 active. AID 602429; in the data active = inhibition above about 37%
PABP1 MLLE inh: inhibitors of microRNA-mediated deadenylation, human PABP1 MLLE binding. AID 588489. 0.36% of 360,000 active. GST-MLLE / FITC-PAM2 fluorescence polarization. inhibition, % at 20 µM. P11940; in the data active = inhibition above about 35%, passing the limit was not always enough;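 note: plate controls were DMSO wells with GST-MLLE for no effect and wells lacking GST-MLLE protein for full effect; some results filed as inactive read as strong as hits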
DNMT1 inh: DNMT1 (human) enzyme inhibition | P26358 | DNMT1 molecular beacon, Hinp1I cleavage, fluorescence | inhibition (reported as % activation of signal), % at 10 µM | 0.83% of 360,000 active; in the data active = inhibition above about 50%
STEP inh: blocks human striatal-enriched tyrosine phosphatase; AID 588621; inhibition, % at 20 µM; 0.25% of 360,000 active; recombinant STEP, OMFP fluorogenic substrate, fluorescence; P54829;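 active = inhibition at 20 µM, scaled per plate between control wells, above about 37%, limit read from the data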;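 note: 0% = DMSO with enzyme and substrate and 100% = substrate only without enzyme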
Target sequence (P54829 whole entry, looked up): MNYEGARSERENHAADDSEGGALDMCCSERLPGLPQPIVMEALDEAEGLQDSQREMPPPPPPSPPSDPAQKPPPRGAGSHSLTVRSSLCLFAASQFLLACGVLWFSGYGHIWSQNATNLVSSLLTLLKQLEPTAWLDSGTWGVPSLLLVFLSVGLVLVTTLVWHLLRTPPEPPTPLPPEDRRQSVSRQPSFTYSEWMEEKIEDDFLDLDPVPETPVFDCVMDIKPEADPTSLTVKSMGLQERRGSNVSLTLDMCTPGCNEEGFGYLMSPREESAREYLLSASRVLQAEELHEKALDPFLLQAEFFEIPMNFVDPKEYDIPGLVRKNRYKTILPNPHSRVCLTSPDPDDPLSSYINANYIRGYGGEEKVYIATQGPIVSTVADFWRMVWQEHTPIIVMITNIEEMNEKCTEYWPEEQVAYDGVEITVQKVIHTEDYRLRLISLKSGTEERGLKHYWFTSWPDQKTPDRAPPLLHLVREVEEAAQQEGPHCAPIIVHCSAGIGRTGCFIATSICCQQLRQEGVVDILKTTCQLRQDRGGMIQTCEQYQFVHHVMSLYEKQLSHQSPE
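medium = Bis-Tris buffer pH 6.0, 2.5 mM DTT, 0.005% Tween 20 | test system = STEP (striatal-enriched tyrosine phosphatase) enzyme, cell-free | measure = normalized % inhibition | compound dosing = 20 µM, 1% DMSO | also added = 25 µM OMFP | schedule = reaction 20 min, ambient temperature | measured by = fluorescence read at 480 nm ex / 540 nm em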
Rpn11 inh: blocks the human proteasome subunit Rpn11; O00487; human 26S proteasome, Ub4-pepOG fluorescence polarization; 20S core pre-blocked with epoxomicin; calls only at 20 µM; 0.59% of 360,000 active;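 active = inhibition at 20 µM, scaled to each plate's controls, above about 33%, limit read from the data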
Target sequence (O00487 whole entry, looked up): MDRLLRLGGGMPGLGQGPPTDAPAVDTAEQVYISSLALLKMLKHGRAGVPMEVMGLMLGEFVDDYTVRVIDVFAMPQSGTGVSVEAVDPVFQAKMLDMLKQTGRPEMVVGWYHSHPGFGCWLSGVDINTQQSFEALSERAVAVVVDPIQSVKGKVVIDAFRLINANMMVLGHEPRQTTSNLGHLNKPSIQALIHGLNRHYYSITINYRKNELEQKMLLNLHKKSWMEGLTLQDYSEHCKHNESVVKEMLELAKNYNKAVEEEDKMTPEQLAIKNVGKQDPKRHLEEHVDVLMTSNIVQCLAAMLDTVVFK
LMPTP inh: blocks human LMPTP phosphatase; P24666; recombinant LMPTP-A, OMFP fluorogenic substrate, fluorescence intensity; inhibition, % at 20 µM; 0.22% of 360,000 active; AID 651560;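 active = compounds that cut the enzyme signal by at least half of the control window in the single-dose screen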;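 note: plate controls were DMSO wells with enzyme plus substrate for no effect and substrate without enzyme for full effect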
Target sequence (P24666 whole entry, looked up): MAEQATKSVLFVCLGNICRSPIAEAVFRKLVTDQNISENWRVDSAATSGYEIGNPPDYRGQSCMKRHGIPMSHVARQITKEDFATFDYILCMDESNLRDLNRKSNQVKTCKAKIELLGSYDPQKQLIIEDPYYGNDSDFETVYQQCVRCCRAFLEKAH
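Test system: LMPTP-A phosphatase enzyme. Amount: LMPTP-A at 0.625 nM final in the reaction. Reagent: OMFP substrate, 400 µM final. Times: 50 min at room temperature. Signal: endpoint fluorescence intensity from OMFP dephosphorylation. Read-out basis: % inhibition. Benchmarks: no-enzyme and uninhibited controls.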
CSN deneddyl inh: CSN deneddylation inhibition | inhibition, % at 12.5 µM | Purified CSN, SCF-Nedd8-OG deneddylation, fluorescence polarization | 0.38% of 360,000 active | AID 651999 | Q92905;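 active = pattern-corrected inhibition above about 35%, with an unprinted fluorescence ratio check between 0.5 and 1.5, limit read from the data, passing the limit was not always enough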;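 note: 0% = enzyme with substrate and 100% = substrate without enzyme; some results filed as inactive read as strong as hits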
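assay system = purified human Csn5 enzyme expressed in HEK293T cells | amount = 0.24 nM enzyme | buffer or medium = Tris/NaCl/DTT buffer, pH 7.5 | reagent = 10 nM SCFSkp2-Nedd8OG | compound = one concentration, 12.5 µM, 0.25% DMSO | times = 90 min reaction at room temperature | signal = FP | read-out basis = % inhibition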
* = called active by the depositor; i = inactive; / = no result given; + = active, no number.

1. CC(C)NC(=O)c1ccccc1NC(=O)/C=C/c1ccc([N+](=O)[O-])cc1
2. CCCNS(=O)(=O)c1cc(Cl)ccc1OC
3. COc1ccc(CCN(C)C2CCCN(S(=O)(=O)N(C)C)C2)cc1OC (stereo not drawn)
4. C/C=N\NC(=O)COc1cc(C)ccc1C
5. COc1ccc(C(=O)Nc2ccc3c(c2)nc(CCNC(C)=O)n3C)cc1
6. Cc1cc(C)n(C(=O)CN(C)S(=O)(=O)c2ccc([N+](=O)[O-])cc2)n1
7. Cc1nonc1NC(=O)CSc1ccc(-c2ccccc2)nn1
8. O=C(COC(=O)CCc1ccccc1)Nc1cc(S(=O)(=O)N2CCOCC2)ccc1N1CCCC1

Screen / compound no.	1	2	3	4	5	6	7	8
Tb MetRS inh	-0.2	0.6	-0.8	-0.9	0.2	-0.9	0.4	0.2
Scp-1 inhibitor	-3	-3	-7	3	2	8	-7	-9
NadD inh	-4	-4	-6	1	-2	-3	0	-4
SUMO1-SIM PPI	-8	-1	0	2	2	-38	3	-1
PABP1 MLLE inh	1	-8	-4	9	-12	13	-8	6
DNMT1 inh	6	2	0	0	-1	0	1	-1
STEP inh	4	3	-3	-3	-1	-3	2	-1
Rpn11 inh	i	i	i	i	i	i	i	i
LMPTP inh	-2.2	0.2	-1.2	-0.2	-1.7	0.2	-0.7	0.1
CSN deneddyl inh	3	-8	5	-13	2	1	-3	-3

9. CC(C)NC(=O)C1C(c2ccccc2)=Nc2ccccc2N1C(=O)c1ccc(C(F)(F)F)cc1 (stereo not drawn)
10. COc1ccc(CCNC(=O)Cn2c(=O)oc3ccccc32)cc1OC
11. CCCCSC1=N/C(=C/c2ccsc2)C(=O)N1c1ccccc1
12. Cc1ccc(C(=O)Nc2cccnc2)cc1S(=O)(=O)N1CCCC1
13. CCOC(=O)C(NC=O)(NC(C)(C)C)C(=O)OCC
14. Nc1ncnc2sc3c(c12)CCNC3
15. Fc1ccccc1-c1nc(NCCCN2CCOCC2)c2ccccc2n1
16. Cc1cc(C)n(/C(=C/N(C)C)C(=O)c2ccccc2)n1

Screen / compound no.	9	10	11	12	13	14	15	16
Tb MetRS inh	-0.8	1.2	0.2	-0.2	-0.9	-0.3	-0.7	0.3
Scp-1 inhibitor	/	10	-14	-5	-2	-7	-3	-7
NadD inh	/	-4	8	-1	2	-8	4	-2
SUMO1-SIM PPI	-1	-1	4	0	2	-3	0	1
PABP1 MLLE inh	/	-15	4	-8	3	3	9	4
DNMT1 inh	/	3	5	-2	0	-2	1	0
STEP inh	/	-6	0	1	-3	-1	-4	-2
Rpn11 inh	/	i	i	i	i	i	i	i
LMPTP inh	-0.1	-0.9	3.5	0.1	-1.0	-1.2	51*	-0.1
CSN deneddyl inh	2	3	-4	0	2	-2	-1	3

17. Cc1ccccc1NS(=O)(=O)c1cccc2nonc12
18. COc1ccc2c(c1)C1=NN(/C(C)=C/C(C)=O)C(c3cccc(F)c3)C1CC2 (stereo not drawn)
19. Cc1cccc(N2CCN(C(=O)c3ccc(NC(=O)C4CCCO4)cc3)CC2C)c1 (stereo not drawn)
20. OCCN1CCN(CCCc2c3c(cc4c2CCC4)CCC3)CC1
21. O=C(C1COc2ccccc2O1)N1CCc2ccccc21 (stereo not drawn)
22. S=c1ncc2[nH]c(=S)[nH]c2[nH]1
23. Cc1nc(NS(=O)(=O)c2ccccc2)sc1C(=O)N/N=C/c1ccccc1
24. O=C(O)c1ccc(N=C2NC(=O)C(CO)(CO)S2)cc1

Screen / compound no.	17	18	19	20	21	22	23	24
Tb MetRS inh	-0.1	2.5	1.4	-0.9	-0.8	0.4	0.1	-0.3
Scp-1 inhibitor	16	-1	-7	-17	74*	10	0	-2
NadD inh	0	3	7	-8	-6	3	-1	-2
SUMO1-SIM PPI	10	-5	-2	-1	8	-11	-3	8
PABP1 MLLE inh	-18	-100	-4	14	-6	37	6	1
DNMT1 inh	7	-16	2	0	58*	-2	0	2
STEP inh	6	-2	2	-3	6	-1	-2	0
Rpn11 inh	i	+	i	i	i	i	i	i
LMPTP inh	3.4	2.8	-1.2	-1.1	2.0	0.5	9.5	-1.4
CSN deneddyl inh	0	5	4	-1	3	-4	-1	-5

25. Cn1c(Cn2c(=O)sc3ccccc32)nnc1SCC(=O)Nc1ccc(F)cc1
26. CCn1c(Cn2nnc(-c3ccccc3)n2)nnc1SCC(=O)Nc1cccc(C(C)=O)c1
27. COc1cccc(C2CC(c3c(Cl)cccc3Cl)n3nc(N)nc3N2)c1 (stereo not drawn)
28. Cc1ccc(-c2cn3nc(C)c(C)nc3n2)cc1
29. O=C(COc1ccc(S(=O)(=O)N2CCCCC2)cc1)N1CCCC1
30. CCOC1=C2CN(S(=O)(=O)c3ccc(C)cc3)[C@H](c3cccc(Cl)c3)C[C@H]2[C@H]2C(=O)N(c3ccccc3)C(=O)[C@H]2C1
31. CC(C)CCN1C(=O)c2ccc(C(=O)OCn3nnc4ccccc4c3=O)cc2C1=O
32. COc1ccc(-n2sc3ccccc3c2=O)cc1

Screen / compound no.	25	26	27	28	29	30	31	32
Tb MetRS inh	0.2	0.1	0.1	0.5	0.1	-0.8	-0.9	0.2
Scp-1 inhibitor	-4	-6	-1	-2	-7	/	-4	/
NadD inh	4	-2	3	6	3	21	-3	-4
SUMO1-SIM PPI	3	33	3	-22	1	7	-11	2
PABP1 MLLE inh	10	-7	-2	-5	-3	-7	7	36
DNMT1 inh	1	-4	-2	-7	2	1	2	-2
STEP inh	2	1	3	2	0	-2	0	-2
Rpn11 inh	i	i	i	i	i	i	i	i
LMPTP inh	0.2	-1.4	-1.1	-0.3	-0.5	2.9	1.3	-1.7
CSN deneddyl inh	-3	-1	2	0	-1	-2	-5	-4

Reprinted at random: 4 compounds from above, in no set order.
32. COc1ccc(-n2sc3ccccc3c2=O)cc1
30. CCOC1=C2CN(S(=O)(=O)c3ccc(C)cc3)[C@H](c3cccc(Cl)c3)C[C@H]2[C@H]2C(=O)N(c3ccccc3)C(=O)[C@H]2C1
29. O=C(COc1ccc(S(=O)(=O)N2CCCCC2)cc1)N1CCCC1
27. COc1cccc(C2CC(c3c(Cl)cccc3Cl)n3nc(N)nc3N2)c1 (stereo not drawn)

Screen / compound no.	32	30	29	27
Tb MetRS inh	0.2	-0.8	0.1	0.1
Scp-1 inhibitor	/	/	-7	-1
NadD inh	-4	21	3	3
SUMO1-SIM PPI	2	7	1	3
PABP1 MLLE inh	36	-7	-3	-2
DNMT1 inh	-2	1	2	-2
STEP inh	-2	-2	0	3
Rpn11 inh	i	i	i	i
LMPTP inh	-1.7	2.9	-0.5	-1.1
CSN deneddyl inh	-4	-2	-1	2

More entries:
33. CCn1cc(/C=C(\NC(=O)c2ccccc2OC)C(=O)N2CCOCC2)c2ccccc21
34. Cc1cc(=O)oc2cc(NC(=O)COc3cccc(C(F)(F)F)c3)ccc12
35. CCOC(=O)Cc1csc(NC(=O)COc2cccc(C)c2)n1
36. COc1ccc(NC(=O)CNc2cc(S(=O)(=O)N3CCOCC3)ccc2NCC2CCCO2)cc1 (stereo not drawn)
37. CCn1c(=O)c(C(=O)NNS(=O)(=O)c2ccc(C)cc2)c(O)c2ccccc21
38. CCc1cc(=O)oc2cc(OCC(N)=O)c(Cl)cc12
39. O=C(Cn1c(=O)oc2ccccc21)Nc1ccc(Cl)cc1
40. CCc1ccc(C(=O)CCC2CCCCC2=O)cc1 (stereo not drawn)

Screen / compound no.	33	34	35	36	37	38	39	40
Tb MetRS inh	-0.1	-0.3	-0.2	1.3	-0.5	-0.7	1.2	-0.3
Scp-1 inhibitor	/	16	-8	5	-16	-5	-5	-4
NadD inh	-3	12	-13	0	11	-1	-3	-7
SUMO1-SIM PPI	2	2	2	-6	18	-2	1	0
PABP1 MLLE inh	2	-21	23	-32	-21	1	3	-6
DNMT1 inh	0	33	3	-4	1	2	0	8
STEP inh	1	1	2	0	1	3	-4	-1
Rpn11 inh	i	i	i	i	i	i	i	i
LMPTP inh	-1.7	-0.6	0.2	1.3	1.6	-1.4	0.7	-0.7
CSN deneddyl inh	1	0	-4	0	1	-4	-4	-1

41. CC(=O)Nc1ccc(NC(=O)CCCCCn2nnc3ccccc3c2=O)cc1
42. O=C(OCc1ccc(F)cc1)c1ccc2ccccc2n1
43. Cn1c(=O)c(=O)n(C)c2cc(N3CCCCC3)c(NS(=O)(=O)c3ccc(Br)cc3)cc21
44. CCN(CC)CCn1c(=O)n(-c2ccc(Cl)cc2)c(=O)c2c3c(sc21)CN(C)CC3
45. CNc1nc(Cl)nc2ncn(C)c12
46. CCc1ccccc1NC(=O)CSc1nc2c(c(-c3ccco3)c1C#N)CCCC2
47. CCc1ccc(OCCn2cccn2)cc1

Screen / compound no.	41	42	43	44	45	46	47
Tb MetRS inh	-1.0	-2.8	-0.5	-0.2	-0.1	-0.6	-0.6
Scp-1 inhibitor	-9	-1	-3	-7	3	-3	-5
NadD inh	-3	3	13	1	-1	-1	2
SUMO1-SIM PPI	-5	-11	-4	-20	0	-1	-3
PABP1 MLLE inh	20	-12	-5	19	-9	-4	2
DNMT1 inh	-1	5	0	13	1	5	-1
STEP inh	1	-1	1	-3	-2	-1	0
Rpn11 inh	i	i	i	i	i	i	i
LMPTP inh	0.0	0.5	0.4	1.3	-1.0	-0.6	-1.9
CSN deneddyl inh	-1	-2	-1	0	4	-2	5
